Screens as filed in PubChem.
Scp-1 inhibitor – Scp-1 phosphatase inhibitors, primary screen, biochemical, colorimetric, uHTS; Carboxy-terminal domain RNA polymerase II polypeptide A small phosphatase 1 (Homo …; Recombinant Scp1, phosphopeptide, malachite green phosphate absorbance; inhibition, % at 20 µM; 340,000 tested, 0.88% active;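 active = inhibition above about 50% at 20 µM, limit read from the data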;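 also: plate controls were DMSO wells with enzyme for no effect and wells lacking enzyme for full effect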
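System: SCP-1 catalytic domain; Reagent: Phospho 17-mer peptide substrate; Doses: one concentration, 20 µM, with 1.0% DMSO; Incubation: 45 min room-temperature reaction, 5 min colour, 30 min stabiliser; Signal: Phosphate-binding colour reagent, absorbance read at 630 nm.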
LMPTP inh – LMPTP phosphatase inhibitors, primary screen, biochemical, fluorescence intensity, uHTS | Low molecular weight phosphotyrosine protein phosphatase (Homo sapiens), P24666 | recombinant LMPTP-A, OMFP fluorogenic substrate | inhibition, % at 20 µM | 360,000 tested, 0.22% active | AID 651560, 2012;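 active = compounds that cut the enzyme signal by at least half of the control window in the single-dose screen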;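 also: plate controls were DMSO wells with enzyme plus substrate for no effect and substrate without enzyme for full effect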
Target sequence (P24666 whole entry, looked up): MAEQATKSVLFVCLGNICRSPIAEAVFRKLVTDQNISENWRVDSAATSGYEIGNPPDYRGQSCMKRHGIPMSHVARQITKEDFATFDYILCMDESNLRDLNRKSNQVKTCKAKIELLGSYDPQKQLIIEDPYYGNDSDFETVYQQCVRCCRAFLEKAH
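Material: LMPTP-A; amount: 0.625 nM enzyme; doses: single 20 µM dose; times: reaction 50 min, room temperature, dark; technique: fluorescence intensity of OMFP turnover product; benchmarks: no-enzyme and uninhibited controls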
Rpn11 block – Rpn11 (PSMD14) deubiquitinase inhibitors, primary screen, biochemical, fluorescence polarization, uHTS; 360,000 tested, 0.59% active; calls only at 20 µM; human 26S proteasome, Ub4-pepOG fluorescence polarization; 20S core pre-blocked with epoxomicin;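 active = inhibition at 20 µM, scaled to each plate's controls, above about 33%, limit read from the data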
Target sequence (O00487 whole entry, looked up): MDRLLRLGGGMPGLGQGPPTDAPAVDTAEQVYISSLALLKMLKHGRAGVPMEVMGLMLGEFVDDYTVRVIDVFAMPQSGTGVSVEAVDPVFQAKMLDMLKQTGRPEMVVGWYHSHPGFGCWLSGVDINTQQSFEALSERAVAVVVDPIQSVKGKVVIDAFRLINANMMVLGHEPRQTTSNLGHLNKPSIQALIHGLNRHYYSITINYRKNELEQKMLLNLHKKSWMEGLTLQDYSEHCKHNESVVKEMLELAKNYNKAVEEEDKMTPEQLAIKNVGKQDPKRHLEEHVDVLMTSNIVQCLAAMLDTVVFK
SKN-1 block – suppressors of acrylamide-induced Pgst-4::GFP reporter in worms, primary screen, SKN-1 inhibitor project, whole organism, uHTS, GFP/RFP fluorescence ratio, strain VP596. C. elegans VP596 Pgst-4::GFP/RFP ratio, 24 h. inhibition, % at 21.8 µM. 360,000 tested, 0.49% active;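 active = interference check ratio from 0.5 to 1.5 plus GFP to RFP signal ratio inhibition reaching or exceeding a fixed threshold, cut at about 30% in these data, passing the limit was not always enough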; also: some compounds called inactive have numbers as strong as hits
MT1-MMP act inh – blockers of MT1-MMP proenzyme processing, primary screen, HT1080 RFP-PRO-GFP cells, GFP/RFP fluorescence | GFP/RFP ratio change, % at 20 µM | GFP/RFP ratio fluorescence, overnight; percent of plate control window, DMSO zero | 360,000 tested, 0.061% active | Matrix metalloproteinase-14 (Homo sapiens), P50281 | AID 651647, 2012;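 active = GFP/RFP ratio change of at least 30% with cell ATP level not reduced by more than half and red fluorescence within 50% of control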; also: strong numbers were not always called active
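Material: RFP-PRO-GFP reporter HT1080 cells. Dosing: single-point 20 µM compound, 1% DMSO. Controls: DMSO and RFP-L50D-GFP cell wells. Timing: cells overnight before dosing, compound overnight, 37 °C, 5% CO2. Measure: GFP/RFP fluorescence ratio.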
STEP block – STEP phosphatase inhibitors, primary screen, biochemical, fluorescence intensity, uHTS; AID 588621, 2011; Tyrosine-protein phosphatase non-receptor type 5 (Homo sapiens), P54829; recombinant STEP, OMFP fluorogenic substrate; 360,000 tested, 0.25% active; inhibition, % at 20 µM;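 active = inhibition at 20 µM, scaled per plate between control wells, above about 37%, limit read from the data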;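 also: 0% = DMSO with enzyme and substrate and 100% = substrate only without enzyme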
Target sequence (P54829 whole entry, looked up): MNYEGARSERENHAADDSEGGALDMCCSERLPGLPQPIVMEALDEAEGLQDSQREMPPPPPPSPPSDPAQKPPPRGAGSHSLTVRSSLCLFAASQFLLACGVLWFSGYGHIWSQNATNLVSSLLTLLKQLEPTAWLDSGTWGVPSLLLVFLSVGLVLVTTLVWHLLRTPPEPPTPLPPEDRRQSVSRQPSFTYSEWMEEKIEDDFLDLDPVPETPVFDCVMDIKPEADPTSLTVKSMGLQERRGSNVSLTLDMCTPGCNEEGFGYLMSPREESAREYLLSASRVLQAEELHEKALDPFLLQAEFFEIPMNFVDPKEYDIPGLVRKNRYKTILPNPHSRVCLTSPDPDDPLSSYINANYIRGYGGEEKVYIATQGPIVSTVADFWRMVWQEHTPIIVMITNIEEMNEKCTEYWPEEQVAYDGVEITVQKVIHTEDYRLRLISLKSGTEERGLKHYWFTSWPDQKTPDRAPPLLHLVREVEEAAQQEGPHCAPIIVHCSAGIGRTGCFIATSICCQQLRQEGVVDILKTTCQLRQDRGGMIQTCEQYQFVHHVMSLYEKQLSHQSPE
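System: STEP (striatal-enriched tyrosine phosphatase) enzyme, cell-free; medium: Bis-Tris pH 6.0 buffer with DTT, detergent; dosing: 20 µM, 1% DMSO; times: reaction 20 min, ambient temperature; detection: fluorescence, 480/540 nm; read-out basis: normalized % inhibition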
CendR NRP1 mod – modulators of CendR peptide binding to NRP-1, primary screen, biochemical, fluorescence polarization, uHTS. inhibition, % at 25 µM. Neuropilin-1 (Homo sapiens), O14786. 360,000 tested, 0.85% active. FAM-RPARPAR peptide binding to NRP-1;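 active = inhibition or corrected inhibition above about 18%, plus a signal ratio from 0.5 to 1.5, limit read from the data, passing the limit was not always enough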; also: strong numbers were not always called active
DNMT1 block – human DNMT1 methyltransferase inhibitors, primary screen, biochemical, molecular beacon, fluorescence, HinP1I cleavage, uHTS. AID 588458, 2011. 360,000 tested, 0.83% active. inhibition (reported as % activation of signal), % at 10 µM. DNA (cytosine-5)-methyltransferase 1 (Homo sapiens), P26358; in the data active = inhibition above about 50%
NadD inh – inhibitors of S. aureus NadD, primary screen, biochemical, colorimetric, uHTS; purified NadD enzyme, colorimetric absorbance read-out; inhibition, % at 20 µM; 360,000 tested, 0.78% active; AID 602399, 2012; in the data active = inhibition above about 26%; also: some compounds past the cut are filed as inactive
SUMO1 PPI mod – modulators of SUMO1 protein-protein interactions, primary screen, biochemical, uHTS; Small ubiquitin-related modifier 1 (Homo sapiens), P63165; 360,000 tested, 0.33% active; inhibition, % at 20 µM; SUMO1 binding to a labelled peptide, TR-FRET, 1 h; in the data active = inhibition above about 37%
The depositor's hits bear a star; i = inactive; · = no result given. Hits appear at their usual frequency; any-hit rate near 3.9%.

SMILES | Scp-1 inhibitor | LMPTP inh | Rpn11 block | SKN-1 block | MT1-MMP act inh | STEP block | CendR NRP1 mod | DNMT1 block | NadD inh | SUMO1 PPI mod
Cc1ccc(C(C(=O)NC2CCCCC2)N(Cc2ccco2)C(=O)Cn2cnc3ccccc32)cc1 (stereo not drawn) | 5.1 | 1.8 | i | 13.1 | -2.7 | 3.2 | -7.5 | -0.4 | 10.8 | -1.1
CN1CCN(c2nc(-c3ccccn3)nc3ccccc23)CC1 | -5.3 | 1.8 | i | -3.8 | -12.0 | 0.4 | 8.3 | 2.0 | 1.1 | -5.0
Cn1cc(C[C@H](NC(=O)OC(C)(C)C)C(=O)N[C@@H](CO)Cc2ccccc2)c2ccccc21 | -14.5 | -0.8 | i | 0.5 | -8.8 | 5.1 | -5.3 | -1.7 | -0.5 | 1.0
O=C(NC1CCCCCC1)C1Cc2ccccc2CN1C(=O)c1ccco1 (stereo not drawn) | -2.2 | 2.3 | i | 3.6 | -1.6 | 1.3 | -6.0 | 0.8 | 0.8 | -0.6
CCC(=O)N1N=C2CC(C)(C)OCC2C1c1ccccc1 (stereo not drawn) | -5.1 | -0.9 | i | 2.3 | -2.6 | 2.6 | 6.8 | 12.9 | 2.4 | -1.3
COc1cccc(C(=O)Nc2cccc(OCC(=O)O)c2)c1 | -6.5 | -1.6 | i | 22.0 | 1.9 | -10.0 | -4.1 | 0.6 | 8.9 | 4.6
O=C(CSc1nnnn1-c1ccccc1)Nc1ncc(Cc2cc(Cl)ccc2Cl)s1 | -2.9 | 0.1 | i | -28.0 | 2.9 | 1.0 | 8.5 | 43.8 | 10.6 | 1.2
COC(=O)c1c(NS(=O)(=O)c2ccccc2)csc1C | -7.3 | -1.0 | i | -4.2 | 0.3 | 0.0 | 5.2 | -2.4 | -6.0 | 9.8
O=C(c1cccc(N2C(=O)C3CC=CCC3C2=O)c1)N1CCCc2ccccc21 (stereo not drawn) | -5.2 | -0.4 | i | 9.2 | 0.8 | -2.7 | 4.1 | 0.2 | -5.6 | 1.5
COc1ccc(C2c3ccc4ccccc4c3Oc3ncn(CCN4CCOCC4)c(=N)c32)cc1OC (stereo not drawn) | -11.4 | 0.2 | i | 1.2 | 2.2 | 0.0 | 7.5 | -4.7 | -6.4 | -5.1
Cc1ccc(C2=NCCn3nc4cc(C(F)(F)F)ccc4c32)cc1 | -4.9 | -6.4 | i | -2.3 | -0.5 | -2.2 | -5.6 | 1.2 | -7.1 | -13.7
CC(=O)N1CCN(C(=S)NCc2ccccc2)CC1 | -5.5 | -2.0 | i | -2.2 | 1.7 | -5.9 | -1.1 | 2.6 | -5.8 | 0.3
O=[N+]([O-])c1cc(C(F)(F)F)ccc1NCC1CCCO1 (stereo not drawn) | -9.5 | -0.5 | i | 26.9 | -4.5 | -0.6 | -37.3 | 4.7 | -6.1 | -12.6
COc1ccc(OC)c(NC(=O)COC(=O)c2ccc(OC)c(S(=O)(=O)N3CCCC3)c2)c1 | -10.4 | -0.7 | i | 1.4 | -3.2 | -1.0 | 9.4 | -1.2 | -7.0 | 5.7
Cc1cc(C)nc(N(C#N)CC(=O)Nc2ccccc2)n1 | 0.8 | -3.1 | i | 2.4 | -5.0 | 5.6 | -12.2 | -0.1 | -3.0 | -3.1
O=C(NCc1ccco1)C1c2ccccc2Oc2ccccc21 | 35.9 | 0.4 | i | -0.2 | -1.4 | 4.0 | -19.9 | 46.5 | -6.2 | 3.9
O=C(Nc1cccc(-c2cn3cccnc3n2)c1)c1ccc(Br)o1 | 0.2 | 10.6 | i | 7.2 | 5.3 | 3.1 | -28.3 | 18.0 | 8.7 | -9.7
NC(Cc1cnc[nH]1)c1csc(Nc2ccc(C(F)(F)F)cn2)n1 (stereo not drawn) | · | -9.3 | i | 11.7 | -0.8 | 1.1 | -9.2 | 1.6 | 2.0 | 0.4
Fc1ccccc1-c1nc(NCc2ccco2)c2ccccc2n1 | -0.8 | 40.5 | i | 5.0 | -0.1 | 1.7 | -4.0 | 8.2 | -1.2 | 3.3
CN(C)c1ccc(/C=N/N=C2/NC(=O)/C(=C/c3ccc([N+](=O)[O-])cc3)S2)cc1 | -1.9 | 4.1 | i | -11.9 | -28.0 | 7.3 | -22.5 | 66.1* | 50.2* | -30.2

Quoted from the listing (4 entries):
SMILES | Scp-1 inhibitor | LMPTP inh | Rpn11 block | SKN-1 block | MT1-MMP act inh | STEP block | CendR NRP1 mod | DNMT1 block | NadD inh | SUMO1 PPI mod
COC(=O)c1c(NS(=O)(=O)c2ccccc2)csc1C | -7.3 | -1.0 | i | -4.2 | 0.3 | 0.0 | 5.2 | -2.4 | -6.0 | 9.8
O=C(c1cccc(N2C(=O)C3CC=CCC3C2=O)c1)N1CCCc2ccccc21 (stereo not drawn) | -5.2 | -0.4 | i | 9.2 | 0.8 | -2.7 | 4.1 | 0.2 | -5.6 | 1.5
COc1ccc(C2c3ccc4ccccc4c3Oc3ncn(CCN4CCOCC4)c(=N)c32)cc1OC (stereo not drawn) | -11.4 | 0.2 | i | 1.2 | 2.2 | 0.0 | 7.5 | -4.7 | -6.4 | -5.1
Cc1ccc(C2=NCCn3nc4cc(C(F)(F)F)ccc4c32)cc1 | -4.9 | -6.4 | i | -2.3 | -0.5 | -2.2 | -5.6 | 1.2 | -7.1 | -13.7

More results.
SMILES | Scp-1 inhibitor | LMPTP inh | Rpn11 block | SKN-1 block | MT1-MMP act inh | STEP block | CendR NRP1 mod | DNMT1 block | NadD inh | SUMO1 PPI mod
COc1cccc(-c2nn(-c3ccc(C)cc3)cc2C(=O)NCC(c2cccs2)N2CCOCC2)c1 (stereo not drawn) | 1.8 | 3.5 | i | 1.6 | -6.5 | 0.5 | -10.2 | -21.0 | -0.1 | 1.5
O=C(Nc1ccc(Cl)cc1F)C1CC1c1ccccc1 (stereo not drawn) | -2.8 | 1.3 | i | 15.2 | -0.3 | 1.0 | 11.9 | 1.9 | -11.5 | -0.4
CCCn1c(C)cc(C(=O)CSc2nc3ccccc3c(=O)n2Cc2ccco2)c1C | -7.4 | 8.9 | i | 7.6 | -6.8 | 1.4 | 6.7 | -8.7 | -2.5 | 3.9
O=C(NCc1ccc2c(c1)OCO2)c1cccnc1Cl | -3.4 | 1.7 | i | 6.0 | -6.0 | -0.6 | -18.6 | -2.0 | -0.2 | -0.1
COc1ccc(C)cc1NC(=O)CCN1CC(C)OC(C)C1 (stereo not drawn) | -5.5 | -0.1 | i | 1.1 | 0.0 | -0.8 | 4.2 | -3.5 | 1.8 | -4.7
CN1CCN(Cc2cccc(Oc3ccccc3)c2)CC1 | -1.1 | -2.1 | i | 2.2 | 0.3 | -1.8 | 4.9 | 0.7 | -6.7 | 0.8
COc1ccc(/C=N/Nc2nccnc2Cl)cc1 | 3.1 | -1.1 | i | 8.0 | -1.8 | 1.4 | -18.2 | 2.7 | 0.8 | -12.7
COC(=O)c1c(NC(=S)NNS(=O)(=O)c2ccc(OC)cc2OC)sc2c1CCCCCC2 | -4.2 | 1.3 | i | -17.5 | -1.2 | 0.9 | 5.9 | -0.8 | 15.6 | -56.1
Cc1cc(C(=O)NN=C2CCCCCC2)c(C)o1 | -11.7 | 0.4 | i | -3.6 | 4.9 | 3.0 | -0.2 | 0.1 | 0.9 | 1.4
O=C(Nc1cccc(Cl)c1)c1ccc(NCCCN2CCOCC2)c([N+](=O)[O-])c1 | -2.1 | -2.1 | i | 17.1 | 4.4 | 1.4 | 16.3 | -6.4 | -4.1 | 9.8
COc1cc(OC)cc(C(=O)OCCCOC(=O)c2cc(OC)cc(OC)c2)c1 | -12.7 | 0.4 | i | 1.3 | -0.8 | -1.0 | -5.6 | -0.9 | -7.4 | 3.8
CCOC(=O)C1(CCOc2ccccc2)CCN(C(=O)c2ccc(-n3cccn3)cc2)CC1 | -3.2 | 0.7 | i | 0.0 | -12.8 | 4.8 | 4.2 | -4.0 | -0.3 | 0.1
CCS(=O)(=O)c1nc2ccccc2n1CC(=O)N1CCCCC1 | -5.9 | -1.2 | i | -10.9 | 0.4 | 2.3 | 7.4 | 3.1 | 3.7 | -0.7
COc1ccc(NC(=O)CCNS(=O)(=O)c2ccc(Cl)c([N+](=O)[O-])c2)cc1S(N)(=O)=O | 6.5 | 5.2 | i | 10.6 | 1.5 | 0.5 | -0.1 | -1.0 | -4.3 | -17.9
CN(Cc1cnccn1)C(=O)C1CCC(=O)N(CCc2ccc(Cl)cc2)C1 (stereo not drawn) | -11.7 | -1.4 | i | -1.9 | 3.7 | -0.6 | -3.4 | 2.1 | -6.3 | -4.2
S=C(NCc1ccco1)NCC(c1ccco1)N1CCCCC1 (stereo not drawn) | 2.2 | 0.2 | i | -17.9 | -3.3 | -2.7 | -9.7 | 14.3 | -2.3 | 2.6
O=[N+]([O-])c1ccc2nc(-c3ccccc3)n(OCc3ccc(Cl)cc3)c2c1 | 58.8* | 3.7 | i | 15.6 | 6.5 | 5.7 | -14.1 | 13.9 | 0.5 | 1.5
CCOc1ccc(NC(=S)N2CCC(NC(=O)c3ccccc3)CC2)cc1 | -0.6 | -0.1 | i | 22.6 | 2.6 | -1.0 | 13.3 | 0.3 | 8.1 | 4.6
CCN(CC)C(=O)C1=C(C)N(Cc2ccccc2)C(=O)C(CC(=O)NC2CCCCC2)C1 (stereo not drawn) | · | -0.4 | i | -15.7 | 3.0 | -1.1 | -9.8 | 1.3 | 1.0 | 1.8
COc1cc(/C=C/C(=O)OCC(=O)NCCCc2ccccc2)ccc1O | -4.6 | 0.4 | i | 15.4 | 1.9 | 1.1 | 6.6 | -7.3 | 1.2 | -20.9
